# Screening data deposited in PubChem BioAssay by The Scripps Research Institute Molecular Screening Center.
# GPR7 antagonist: blocks human GPR7 receptor signaling. GPR7-expressing cells, fluorescence antagonist assay. actives 1.1% (n = 290,000). AID 1861. inhibition, % at 4.4 µM; in the data active = inhibition above about 16%, passing the limit was not always enough;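 note: cells stimulated with the agonist NPW; 0% = agonist with vehicle and 100% = vehicle without agonist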
# Target sequence (P48145 whole entry, looked up): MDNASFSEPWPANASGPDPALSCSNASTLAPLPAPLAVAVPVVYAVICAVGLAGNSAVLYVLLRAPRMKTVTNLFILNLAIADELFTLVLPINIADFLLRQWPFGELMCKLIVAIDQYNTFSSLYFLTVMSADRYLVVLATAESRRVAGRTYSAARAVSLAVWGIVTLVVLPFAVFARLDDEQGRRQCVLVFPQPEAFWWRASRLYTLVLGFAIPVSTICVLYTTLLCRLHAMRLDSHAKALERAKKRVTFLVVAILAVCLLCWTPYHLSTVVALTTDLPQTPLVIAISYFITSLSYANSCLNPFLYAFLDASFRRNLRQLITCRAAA
# CHO-K1 Ca PAM: M1 PAM counterscreen hit in parental CHO-K1 cells. ATP EC20, Fluo-8 calcium fluorescence; 0% at ATP EC20, 100% at ATP max. activation, % at 3 µM. actives 0.02% (n = 360,000). AID 602247;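 active = activation above the run cutoff, the mean activation of all test compounds plus 3 SD, cut at about 40% in these data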;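 note: peak over basal fluorescence ratio in a 140 s read after ATP addition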
# CHO-K1 Ca antag: nonselective inhibitor or artifact in parental CHO-K1 cells | ATP-induced calcium, Fluo-8 fluorescence | inhibition, % at 3 µM | actives 0.6% (n = 360,000) | AID 602250;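 active = inhibition above a per-plate cutoff, the plate's mean sample inhibition plus 3 SD, cut at about 24% in these data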;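 note: 0% = DMSO plus EC80 ATP and 100% = DMSO alone without ATP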
# OXTR potentiate: potentiates the human oxytocin receptor response | AID 2445 | P30559 | actives 0.061% (n = 320,000) | CHO-OTR cells, Fluo-8 calcium fluorescence, potentiator mode; 0% = oxytocin EC15, 100% = EC100 | activation, % at 3 µM;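 active = activation above that plate's cutoff, the mean activation of tested compounds plus 3 SD, cut at about 6.6% in these data, passing the limit was not always enough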;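 note: 100% uses oxytocin at 75 nM as the full agonist control; some results filed as inactive read as strong as hits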
# Target sequence (P30559 whole entry, looked up): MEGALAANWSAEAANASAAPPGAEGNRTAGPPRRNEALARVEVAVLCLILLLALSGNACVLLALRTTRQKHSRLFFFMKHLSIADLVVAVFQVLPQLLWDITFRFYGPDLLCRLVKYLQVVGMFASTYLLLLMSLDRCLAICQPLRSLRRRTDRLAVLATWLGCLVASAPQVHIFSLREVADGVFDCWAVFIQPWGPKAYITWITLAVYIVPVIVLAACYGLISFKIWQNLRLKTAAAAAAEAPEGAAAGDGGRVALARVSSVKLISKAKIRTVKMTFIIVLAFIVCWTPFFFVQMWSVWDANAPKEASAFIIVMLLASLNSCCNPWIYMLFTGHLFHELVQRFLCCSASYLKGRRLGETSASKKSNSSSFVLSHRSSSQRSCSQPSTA
#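 Material: human OTR in CHO cells. Compound: 3.0 µM, one dose. Timing: compound 6 min at room temperature before oxytocin, 100 s read. Evaluation: % activation of max/min ratio relative to oxytocin controls. Replication: single well per compound, singlicate. Signal: Fluo-8 calcium dye fluorescence.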
# OXTR ag: activates the human oxytocin receptor | CHO-OTR cells, Fluo-8 calcium fluorescence; normalized: DMSO 0%, oxytocin 100% | activation, % at 3 µM | actives 0.32% (n = 320,000) | P30559;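 active = activation above the mean of all tested compounds plus 3 SD, cutoff set per screening run, cut at about 20% in these data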;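 note: peak over basal fluorescence ratio from a 100 s FLIPR kinetic read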
# CHO-K1 Ca ag: M1 agonist counterscreen hit in parental CHO-K1 cells. Fluo-8 calcium fluorescence; scaled to maximal ATP response, vehicle zero. activation, % at 3 µM. actives 0.48% (n = 360,000). AID 602248; in the data active = activation above about 15%;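 note: untransfected CHO-K1 host cells lacking M1 receptor as counterscreen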
# TAAR1 antagonist: antagonists of human TAAR1; Q96RJ0; AID 624466; actives 1.5% (n = 360,000); CHO RD-HGA16 TAAR1, Fluo-8 calcium fluorescence, antagonist; inhibition, % at 3 µM;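 active = inhibition above a per-plate cutoff, the mean inhibition of test compounds on that plate plus 3 SD, cut at about 49% in these data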;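 note: 0% = DMSO plus EC80 beta-PEA response and 100% = DMSO alone without agonist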
# Target sequence (Q96RJ0 whole entry, looked up): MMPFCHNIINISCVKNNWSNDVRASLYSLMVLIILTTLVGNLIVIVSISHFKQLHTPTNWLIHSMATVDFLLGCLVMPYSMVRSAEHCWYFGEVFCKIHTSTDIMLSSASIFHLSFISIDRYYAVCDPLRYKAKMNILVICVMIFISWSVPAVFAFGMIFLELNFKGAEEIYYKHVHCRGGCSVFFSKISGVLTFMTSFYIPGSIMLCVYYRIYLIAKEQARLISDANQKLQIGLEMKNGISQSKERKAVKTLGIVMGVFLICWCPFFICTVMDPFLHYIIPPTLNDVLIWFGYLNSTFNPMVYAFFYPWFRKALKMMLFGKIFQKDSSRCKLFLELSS
#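 test system = CHO RD-HGA16 cells bearing hTAAR1 | replication = singlicate | controls = DMSO-only wells and EC80 β-PEA-stimulated wells | reagent = EC80 β-phenethylamine stimulus | read-out basis = percent inhibition of PEA-evoked calcium signal, max/basal emission ratio | schedule = seeding 17-24 h prior, 75-min 37 °C, 30-min RT dye loading | signal = kinetic Fluo-8 calcium fluorescence measurement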
# V1aR counter: activates human V1a receptor in oxytocin agonist counter-screen | P37288 | CHO-V1R cells, Fluo-8 calcium fluorescence, agonist mode; 0% DMSO, 100% 3 nM vasopressin | activation, % at 3 µM | actives 0.25% (n = 320,000);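 active = activation above the mean activation of all tested compounds plus 3 SD, per screening run, cut at about 20% in these data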;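 note: signal is peak over basal fluorescence ratio across a 100 second FLIPR read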
# CHO parental Ca: counter-screen: ATP calcium response change in parental CHO cells | AID 463079 | parental CHO-K1, ATP-induced calcium, Fluo-8 fluorescence | inhibition, % at 5.6 µM | actives 0.63% (n = 330,000);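 active = inhibition above that plate's mean sample inhibition plus 3 SD, cut at about 26% in these data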;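 note: 0% = ATP-challenged DMSO wells and 100% = DMSO wells without ATP; some compounds past the cut are filed as inactive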
#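 material = parental CHO cells | also added = ATP as calcium-mobilizing challenge | dosing = single point at 5.6 µM | detection = intracellular calcium via Fluo-8 no-wash fluorescent dye | read-out = % inhibition | benchmarks = low control ATP plus DMSO, high control DMSO only | repeats = one well per compound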
# Active calls of the source: *; x = no result given.
SMILES,GPR7 antagonist,CHO-K1 Ca PAM,CHO-K1 Ca antag,OXTR potentiate,OXTR ag,CHO-K1 Ca ag,TAAR1 antagonist,V1aR counter,CHO parental Ca
COc1ccc(/C=C2\N=C(C)OC2=O)cc1[N+](=O)[O-],-2,-1,1,-4,0.1,0.0,-5,1.2,-8
C/C(=N\Nc1nc(N2CCCCC2)nc(N2CCOCC2)n1)c1ccccc1O,-16,14,-5,-9,-2.9,1.9,23,-0.4,-23
COC(=O)CNC(=O)C1CC(=O)N(CCc2ccc(F)cc2)C1 (stereo unspecified),-2,-18,12,-2,-0.4,-1.2,-1,1.2,6
O=C1N=C(N2CCOCC2)S/C1=C\c1ccncc1,-15,-25,14,2,-1.2,-0.6,-30,1.2,3
COCc1cc(C)nc(SCC(=O)NCC2CCCO2)c1C#N (stereo unspecified),7,-21,-12,-7,-0.3,-0.3,-9,0.7,5
Cc1cc(C(=O)c2ccccc2)nc2ccccc12,2,12,-2,3,-2.3,-0.4,-10,-1.5,-21
COc1ccc(N2CCN(C(=O)Nc3ccc(S(=O)(=O)N(C)C)cc3)CC2)cc1,-1,-11,-13,-11,5.1,2.8,-6,7.1,8
COc1ccc(OC)c(/C=N/NC(=O)c2ccc(=O)[nH]n2)c1,-15,11,-9,-7,-0.1,0.2,-12,0.1,-13
COc1cccc(NC(=O)Cn2cc(C(=O)C3CC3)c3ccccc32)c1,x,-11,-1,-15,5.0,0.9,-18,2.0,-16
CC(=O)c1cccc(CN2CCN(CCC(C)C)C(CCO)C2)c1 (stereo unspecified),-9,13,-16,-2,-0.1,1.0,-4,0.0,-8
COc1ccc(NS(=O)(=O)c2ccc(C)c(C(=O)N3CC(C)OC(C)C3)c2)cc1 (stereo unspecified),x,-17,18,5,3.4,-0.1,-12,0.3,-29
CCN(CC)CCNC(=O)CCc1n[nH]c(=O)c2ccccc12,-5,15,-7,1,1.0,0.2,4,0.4,11
CC(=O)NC(Cc1ccc(F)cc1)C(=O)NC1CCN(S(=O)(=O)c2ccccc2)CC1 (stereo unspecified),6,-13,-8,-17,-0.5,0.2,7,-0.1,-15
CN1CCN2c3ccccc3CC(C#N)(C#N)C2C1 (stereo unspecified),x,1,10,x,x,0.0,-7,x,x
Cc1cn([C@H]2C[C@H](O)[C@@H](CCC(=O)NCc3cccs3)O2)c(=O)[nH]c1=O,x,-8,24*,x,x,0.2,7,x,x
CC(C)C[C@H]1CN([C@@H](CC(C)C)CN2CCC[C@@H]2CN2C(=O)C(=O)NC[C@@H]2Cc2ccccc2)C(=O)C(=O)N1CCc1ccccc1,x,5,3,x,x,0.2,-6,x,x
COc1ccc(NC(=O)CNC(c2ccccc2)c2ccccc2)cc1Cl,9,6,-16,-14,-1.4,0.7,4,1.4,1
Cc1cccc(N(C(=O)c2csnn2)C(C(=O)NC2CCCC2)c2ccncc2)c1 (stereo unspecified),-4,-7,2,-3,0.1,-0.2,-10,0.6,-18
CCCNC(=S)N1CCC(Cc2ccccc2)CC1,-6,-5,-2,-11,-1.2,1.9,-14,2.0,-1
O=C(Nc1ccc2c(c1)CCC2)C1CCCO1 (stereo unspecified),-12,-6,-18,-7,-0.3,-0.5,-2,-0.2,5
O=C(COc1cccc(-n2cnnn2)c1)N1CCOCC1,-7,9,5,0,1.4,0.2,0,5.0,4
COCCNC(=O)CCc1nnc(C2(c3ccc(Cl)cc3)CCC2)o1,-3,4,11,-2,-0.4,16*,-4,-0.5,-17
Cc1cccc(N(C)S(=O)(=O)c2ccc3c(c2)C(C)(C)C(=O)N3C)c1,5,12,-3,-6,-1.2,1.9,27,0.2,-3
Cc1ccc(S(=O)(=O)Nc2ccc(Nc3nccn4c(-c5ccccc5Oc5ccccc5)cnc34)cc2)cc1,x,-9,4,x,x,-0.4,-29,x,x
O=C(NC1CCCN(Cc2ccc(Cl)cc2)C1)c1c(F)cccc1F (stereo unspecified),-16,-16,-6,3,-0.7,-0.3,-12,0.4,-7
Cc1noc(C)c1CSc1ccccc1C(=O)N(C)CC(=O)Nc1cccc(F)c1,x,-3,-5,-6,-1.3,2.8,-14,-0.9,-17
COc1ccc(OC)c(NC(=O)COC(=O)CCNc2ccccc2OC)c1,x,16,-3,-8,-0.6,-0.5,-17,-0.3,-14
Cc1ccc(C)c(C2C(=O)c3ccccc3C2=O)c1,-6,21,-16,-6,0.5,1.2,2,0.8,1
Cn1c(SCC(=O)NCCN2C(=O)CSC2=O)nc2ccccc2c1=O,-11,1,-12,-8,0.8,-0.3,-7,0.1,-13
Cc1ccc(NC(=S)NCC2CCN(C(C)c3ccccc3)C2)cc1 (stereo unspecified),-5,21,-19,1,0.5,2.3,-17,2.8,-13

# Record cards, as listed above. Screens in order: GPR7 antagonist | CHO-K1 Ca PAM | CHO-K1 Ca antag | OXTR potentiate | OXTR ag | CHO-K1 Ca ag | TAAR1 antagonist | V1aR counter | CHO parental Ca
# COCCNC(=O)CCc1nnc(C2(c3ccc(Cl)cc3)CCC2)o1 reads -3 | 4 | 11 | -2 | -0.4 | 16* | -4 | -0.5 | -17
# O=C(NC1CCCN(Cc2ccc(Cl)cc2)C1)c1c(F)cccc1F (stereo unspecified) reads -16 | -16 | -6 | 3 | -0.7 | -0.3 | -12 | 0.4 | -7
# COc1ccc(NC(=O)CNC(c2ccccc2)c2ccccc2)cc1Cl reads 9 | 6 | -16 | -14 | -1.4 | 0.7 | 4 | 1.4 | 1
# COc1ccc(OC)c(NC(=O)COC(=O)CCNc2ccccc2OC)c1 reads x | 16 | -3 | -8 | -0.6 | -0.5 | -17 | -0.3 | -14

# Ordered by length of the SMILES (lowest first): some entries from above
SMILES,GPR7 antagonist,CHO-K1 Ca PAM,CHO-K1 Ca antag,OXTR potentiate,OXTR ag,CHO-K1 Ca ag,TAAR1 antagonist,V1aR counter,CHO parental Ca
COc1ccc(OC)c(NC(=O)COC(=O)CCNc2ccccc2OC)c1,x,16,-3,-8,-0.6,-0.5,-17,-0.3,-14
Cc1cccc(N(C(=O)c2csnn2)C(C(=O)NC2CCCC2)c2ccncc2)c1 (stereo unspecified),-4,-7,2,-3,0.1,-0.2,-10,0.6,-18
Cc1ccc(S(=O)(=O)Nc2ccc(Nc3nccn4c(-c5ccccc5Oc5ccccc5)cnc34)cc2)cc1,x,-9,4,x,x,-0.4,-29,x,x

# (continued)
SMILES,GPR7 antagonist,CHO-K1 Ca PAM,CHO-K1 Ca antag,OXTR potentiate,OXTR ag,CHO-K1 Ca ag,TAAR1 antagonist,V1aR counter,CHO parental Ca
c1ccc2c(-c3cncc4ccccc34)cncc2c1,x,-29,23,-2,-1.2,0.6,4,0.2,-10
CCn1cc(Br)c(C(=O)Nc2ccc(Cl)c(Cl)c2)n1,-13,20,-17,-16,-1.3,0.5,-12,-0.3,-13
Cc1cc(C)cc(N(CC(=O)NCC2CCCO2)C(=O)CN2C(=O)COc3ccccc32)c1 (stereo unspecified),-11,23,-13,-5,1.7,4.1,16,1.6,-5
Cc1nnc(SCC(=O)Nc2ccc(C(N)=O)cc2)n1-c1ccccc1,-4,16,-7,2,1.2,1.3,-4,0.1,-5
COCOc1ccc(/C=C/C(=O)c2c(O)cc(OCOC)cc2OCOC)cc1,x,19,-8,-2,-0.5,0.8,x,0.1,0
CC(=O)Nc1cccc(-c2ccnc3c2CC(C(=O)NCc2ccc(N4CCN(C)CC4)cc2)O3)c1 (stereo unspecified),x,2,8,x,x,0.2,-19,x,x
Cc1ccc2c(c1)N(CCCC(=O)NCc1cccnc1)C(=O)CO2,-12,2,3,-4,-0.5,0.1,-6,-0.2,-11
O=C(CSc1ncnc2c1cnn2-c1ccc(F)cc1)NCC1CCCO1 (stereo unspecified),9,-2,-2,-10,5.5,2.5,-7,11,0
O=C(CN1C(=O)S/C(=C\c2ccc(F)cc2)C1=O)Nc1cccc(S(=O)(=O)NCc2ccco2)c1,3,-3,-3,-10,-1.2,0.2,10,-0.1,18
COc1ccc(C(=O)O)cc1NCc1ccc(C)s1,-11,-1,-1,6,2.2,0.3,-3,1.2,3
CC(=O)Nc1nnc(-c2ccc3c(c2)CCCC3)o1,-4,-8,11,-6,0.8,-0.3,15,1.1,-5
COc1ccc(/C=C/C(=O)c2ccc(OC)cc2OC)cc1,-16,22,-8,-7,-1.0,1.3,7,-0.3,-25
Cc1ccccc1NC(=O)/C=C/c1ccc([N+](=O)[O-])s1,-1,12,-4,-4,-0.7,2.3,x,15,-13
COc1ccccc1Cc1nc(-c2ccc(Br)o2)no1,-11,6,-2,-2,-1.9,-0.6,7,-1.7,0
O/N=C/C1=C(Cl)c2ccccc2CC1,-6,-8,-5,-16,-0.9,-0.1,-18,-0.7,2
CN(C)/C=N/c1c(C#N)nnn1Cc1ccccc1,9,18,-12,-4,0.7,0.7,7,0.7,3
O=C(Nc1ccc2oc(-c3ccccc3)nc2c1)c1ccco1,-6,14,-11,2,0.7,3.0,15,1.2,-5
CCC(C(=O)NC1CCCCC1)n1nc(C)c2c(C)n(-c3ccccc3)nc2c1=O (stereo unspecified),-11,3,-12,-8,-2.0,0.5,1,-0.2,-8
O=C(CSc1nc(C(F)(F)F)cc(=O)[nH]1)NCC1CCCO1 (stereo unspecified),x,1,-5,-8,1.0,0.6,-11,0.8,-3
COc1ccc(NC(=S)NN2CCN(C)CC2)cc1,-2,6,-8,-10,0.0,-0.2,3,-0.1,-4
COc1ccc(CN(CC2CCC(C(=O)O)CC2)C(=S)Nc2ccc(C)c(Cl)c2)cc1 (stereo unspecified),-3,5,-5,-8,-0.4,0.2,-16,0.2,-16
COc1ccc(Cl)cc1C(=O)NNC(=O)c1nc2nc(C)cc(C)n2n1,-17,0,-4,-2,0.3,0.1,-23,-0.2,-14
O=C(OCC#CCSc1nc2ccccc2s1)c1ccco1,5,28,-35,6,1.1,1.8,2,-0.9,-18
CCCCN1CCN=C1Nc1ccccc1,4,9,-7,-5,0.7,0.2,7,-0.6,0
Cc1nn(C2CCS(=O)(=O)C2)c(Cl)c1/C=C/C(=O)OCC(=O)c1cc(C)n(-c2ccc(F)cc2)c1C (stereo unspecified),-9,17,0,-13,-0.2,5.3,12,-0.6,-4

# Grouped by structure, the entries above containing a COOH group (2)
SMILES,GPR7 antagonist,CHO-K1 Ca PAM,CHO-K1 Ca antag,OXTR potentiate,OXTR ag,CHO-K1 Ca ag,TAAR1 antagonist,V1aR counter,CHO parental Ca
COc1ccc(C(=O)O)cc1NCc1ccc(C)s1,-11,-1,-1,6,2.2,0.3,-3,1.2,3
COc1ccc(CN(CC2CCC(C(=O)O)CC2)C(=S)Nc2ccc(C)c(Cl)c2)cc1 (stereo unspecified),-3,5,-5,-8,-0.4,0.2,-16,0.2,-16
